BoNT-F LC inh – blocks Botulinum neurotoxin F light chain protease; AID 588497; 0.22% of 360,000 active; inhibition, % at 10 µM; Multiplex microsphere protease cleavage assay, flow cytometry; in the data active = inhibition above about 35%, passing the limit was not always enough; inconclusive = no clear call, values can overlap the other calls; also: plate controls were buffer without enzyme for full effect and enzyme alone for no effect
VHR inh abs – blocks human VHR1 dual specificity phosphatase; P51452; recombinant VHR phosphatase, pNPP absorbance; inhibition, % at 13.3 µM; 0.52% of 290,000 active; AID 1654; in the data active = inhibition above about 50%; also: some compounds called inactive have numbers as strong as hits
PrPC surface inh – inhibitors of human cell surface prion protein PrPC; P04156; TR-FRET read-out; AID 720596; 0.43% of 370,000 active; inhibition, % at 13.8 µM; in the data active = inhibition above about 24%; also: 0% = median of the test wells and 100% = reference compound wells
Rv3671c protease – Rv3671c (M. tuberculosis) protease inhibition; inhibition, % at 5.96 µM; P9WHR9; AID 2606; 0.048% of 320,000 active; in the data active = inhibition above about 38%;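 also: extracellular domain of Rv3671c used as enzyme; 0% = enzyme with DMSO and 100% = no enzyme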
CCHFV vOTU inh – blocks the CCHF virus ovarian tumor domain protease; CCHFV vOTU protease, Pep-AMC fluorescence; inhibition, % at 11.5 µM; 0.55% of 370,000 active; AID 651958; in the data active = inhibition above about 30%; also: 0% = vehicle wells with enzyme and 100% = no enzyme wells
MazF activator – activators of E. coli MazEF toxin-antitoxin RNase. P0AE70. 0.32% of 350,000 active. activation, % at 20 µM. FAM/BHQ RNA-DNA oligo cleavage fluorescence, 5 h; in the data active = activation above about 50%
Target sequence (P0AE70 whole entry, looked up): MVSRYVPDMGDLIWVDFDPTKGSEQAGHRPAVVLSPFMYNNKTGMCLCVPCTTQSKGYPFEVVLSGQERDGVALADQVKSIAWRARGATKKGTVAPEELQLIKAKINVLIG
BoNT A protease – inhibitors of Botulinum neurotoxin A light chain protease; multiplex microsphere protease substrate cleavage, flow cytometry; inhibition, % at 10 µM; 0.17% of 360,000 active; also: plate controls were buffer without enzyme for full effect and enzyme alone for no effect
Anthrax LF inh2 – inhibitors of Bacillus anthracis lethal factor protease. P15917. multiplex microsphere protease cleavage assay, LF. inhibition, % at 10 µM. 0.12% of 360,000 active; also: plate controls were buffer without enzyme for full effect and enzyme alone for no effect
Target sequence (P15917 whole entry, looked up): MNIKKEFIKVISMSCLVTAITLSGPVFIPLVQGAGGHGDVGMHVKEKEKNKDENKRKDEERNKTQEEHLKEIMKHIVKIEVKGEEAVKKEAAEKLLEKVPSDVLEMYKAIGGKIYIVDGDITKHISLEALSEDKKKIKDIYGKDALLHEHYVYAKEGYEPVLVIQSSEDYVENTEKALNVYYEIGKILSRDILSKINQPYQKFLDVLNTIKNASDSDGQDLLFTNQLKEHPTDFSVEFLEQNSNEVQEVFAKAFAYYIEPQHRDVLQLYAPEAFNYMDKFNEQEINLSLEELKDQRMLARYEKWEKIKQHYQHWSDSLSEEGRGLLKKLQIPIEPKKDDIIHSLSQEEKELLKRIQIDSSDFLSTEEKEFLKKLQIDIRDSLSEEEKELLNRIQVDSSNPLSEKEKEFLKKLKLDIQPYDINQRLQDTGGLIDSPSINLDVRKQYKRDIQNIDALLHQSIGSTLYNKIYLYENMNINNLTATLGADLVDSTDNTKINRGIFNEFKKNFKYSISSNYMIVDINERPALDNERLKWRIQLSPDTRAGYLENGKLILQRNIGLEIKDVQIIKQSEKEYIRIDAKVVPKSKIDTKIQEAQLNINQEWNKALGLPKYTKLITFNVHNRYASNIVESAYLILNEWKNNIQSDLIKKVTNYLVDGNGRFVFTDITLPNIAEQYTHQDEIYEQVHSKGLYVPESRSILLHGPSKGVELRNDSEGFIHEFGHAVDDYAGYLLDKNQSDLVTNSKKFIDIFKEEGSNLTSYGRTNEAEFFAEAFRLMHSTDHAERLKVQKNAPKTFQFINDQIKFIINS
SSB-PriA inh – inhibitors of Klebsiella pneumoniae PriA binding to SSB C-terminal tail; AlphaScreen SSBct-PriA binding, biotinylated peptide; inhibition, % at 33 µM; 0.6% of 430,000 active; in the data active = inhibition mostly above about 37%, no sharp cut-off; inactive = mostly below about 20%;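 also: plate controls were negative control peptide for no effect and reference peptide for full effect; strong numbers were not always called active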
SARS 3CLpro inh – SARS-CoV 3CLpro protease inhibition; P0C6X7; recombinant SARS-CoV 3CLpro, quenched FRET peptide cleavage; inhibition, % at 6 µM; 0.14% of 290,000 active; AID 1706; in the data active = inhibition above about 12%
An asterisk follows results filed as active; ? = inconclusive; . = not tested or not shown; & = joins results of further samples. Rule as the data show it, unless noted: active = inhibition above about 30%; inconclusive = no clear call, values can overlap the other calls; inactive = below that. These rows are one share of the data, so the mix of outcomes need not match the whole.

Order of values: BoNT-F LC inh	VHR inh abs	PrPC surface inh	Rv3671c protease	CCHFV vOTU inh	MazF activator	BoNT A protease	Anthrax LF inh2	SSB-PriA inh	SARS 3CLpro inh
COc1cc(C2C(C#N)=C(N)Oc3cc(N)ccc32)cc(OC)c1OC (centres undefined)
    26	9	-9	-2	5	8	1.8	0	8	2
O=C(CN(C1CCCCC1)C1CCCCC1)N1CCc2ccccc2C1
    -1	-12	-4	-2	25	-3	0.4	4	-11	1
O=C(c1cc(F)ccc1F)C1CCCN(C(=O)c2ccc3nccnc3c2)C1 (centres undefined)
    4	24	-2	-1	6	4	4.6	2	7	-9
Cc1sc2ncnc(N/N=C/c3ccc(O)cc3)c2c1C
    -2	-3	-7	22	-8	4	-1.4	-3	.	3
CC(C)(C)C(=O)COC(=O)c1cc2ccccc2cc1O
    11	29	1	-4	-5	11	0.3	-1	-15	-1
Cc1ccc(CN2C(=O)C(Cc3ccccc3)Nc3ncnc(N4CCCCC4)c32)cc1 (centres undefined)
    -12&-3	.	6&9	-5	0&15	-7	-0.1&-0.8	0&6	9	.
O=C(NCC(=O)N1CCOCC1)c1ccccc1
    4	26	3	5	-4	17	0.4	5	-8	-6
O=C(COC(=O)C1=Cc2ccccc2OC1)NC1CCCC1
    -13	-9	6	6	12	2	-1.7	0	8	0
C[C@H]1CN([C@@H](C)CO)C(=O)c2cc(C#Cc3cccnc3)cnc2O[C@H]1CN(C)Cc1ccc(F)cc1
    -2	.	-1	.	-3	-18	0.7	-2	.	.
CCN(CC)c1ccc(/C=N/NC(=O)C2CC2)cc1
    -2	14	0	-12	-19	2	1.6	0	.	-12
O=C1OC(Nc2ccc(Cl)cn2)c2ccccc21 (centres undefined)
    -3	25	9	2	2	8	-0.2	-6	-13	2
CCN(CC(=O)NCc1ccc(Cl)cc1)C(=O)c1sccc1C
    .	.	9	3	-2	-2	.	.	-14	.
Cc1cc(C)cc(NC(=S)NC2CC3CCCC(C2)N3Cc2cccs2)c1 (centres undefined)
    -17	27	-1	-4	-9	13	-2.6	-7	18	-1
O=C(Nc1ccn(CCCNCC(c2ccccc2)c2ccccc2)c(=O)n1)OCc1ccccc1
    -11	.	-7	.	23	-32	0.1	-3	.	.
CC(C)c1ccc(NC(=O)CSc2nc3ccsc3c(=O)n2Cc2ccc(C(=O)O)cc2)cc1
    1	13	-7	-5	3	-2	0.2	-2	-20	13*
Cc1cc(F)c(F)c(C(=O)N2CCOCC2)c1
    3	-26	-5	-7	11	7	0.8	-5	-28	0
O=C(CN1C(=O)C2(OCCCO2)c2ccccc21)NCc1ccccc1
    -4	4	4	1	14	-10	-3.2	-4	-1	8
COC(=O)c1nn(-c2cccc(Cl)c2)cc(OC)c1=O
    14	14	3	-11	0	2	-1.6	1	-4	0
O=C(CCn1cnc(-c2ccccc2)c1-c1ccccc1)N/N=C/c1ccccc1O
    -2	34	10	3	1	5	-0.5	0	.	6
COc1ccc(CCC(=O)N2CCN(c3ccc([N+](=O)[O-])cc3)CC2)cc1OC
    1	-16	-24	3	-4	0	-2.3	-9	2	1
CCO[C@@H]1OC(C(=O)O)=C[C@H](c2ccccc2)[C@H]1CCCO
    -5	.	2	8	6	1	-0.7	-1	6	.
O=C1CSC(c2cccc([N+](=O)[O-])c2)N1c1ccc(O)cc1 (centres undefined)
    -1	-6	-6	1	-1	0	-0.2	-1	-6	-2
O=C(NC1CCC(O)CC1)c1ccc(S(=O)(=O)NCc2ccco2)cc1 (centres undefined)
    4	20	-1	-5	0	8	0.4	4	-10	-6
O=C(NCc1ccco1)/C(=C/c1ccco1)NC(=O)c1ccccc1
    -10	28	0	-6	4	8	0.4	7	-2	-4
Cc1ccc(Nc2nc(N)nc(CC#N)n2)cc1
    8	3	-5	-17	-7	3	-0.5	-6	-2	-6
CN(C(=O)c1ccc(OC2CCN(S(=O)(=O)N(C)C)CC2)cc1)C1CCCCC1
    2	3	0	-6	-2	2	0.1	1	-21	-2
COc1ccc(NCc2nnc(SCC(=O)c3ccc(OC)cc3)n2C)cc1
    9	8	1	-2	-7	4	1.9	-7	9	-2
Cc1ccc(CCNC(=O)C2CCCN(S(=O)(=O)c3c(C)nn(C)c3C)C2)cc1 (centres undefined)
    -3	12	0	-2	-4	6	-0.7	-10	6	-7
CN=C1C([N+](=O)[O-])=CC=C2C1=NC1(CCCCC1)N2O
    0	2	-17	3	-5	9	-0.6	-2	2	3
Cc1nn(C)c(Cl)c1CN1CCC(Oc2ccc(C(=O)N3CCCC3)cc2)CC1
    3	-6	2	-7	-11	-6	3.2	3	-7	-1

For convenience, part of the list above:
Order of values: BoNT-F LC inh	VHR inh abs	PrPC surface inh	Rv3671c protease	CCHFV vOTU inh	MazF activator	BoNT A protease	Anthrax LF inh2	SSB-PriA inh	SARS 3CLpro inh
Cc1ccc(Nc2nc(N)nc(CC#N)n2)cc1
    8	3	-5	-17	-7	3	-0.5	-6	-2	-6
CN(C(=O)c1ccc(OC2CCN(S(=O)(=O)N(C)C)CC2)cc1)C1CCCCC1
    2	3	0	-6	-2	2	0.1	1	-21	-2
COc1ccc(NCc2nnc(SCC(=O)c3ccc(OC)cc3)n2C)cc1
    9	8	1	-2	-7	4	1.9	-7	9	-2
Cc1ccc(CCNC(=O)C2CCCN(S(=O)(=O)c3c(C)nn(C)c3C)C2)cc1 (centres undefined)
    -3	12	0	-2	-4	6	-0.7	-10	6	-7
CN=C1C([N+](=O)[O-])=CC=C2C1=NC1(CCCCC1)N2O
    0	2	-17	3	-5	9	-0.6	-2	2	3
Cc1nn(C)c(Cl)c1CN1CCC(Oc2ccc(C(=O)N3CCCC3)cc2)CC1
    3	-6	2	-7	-11	-6	3.2	3	-7	-1

New compounds follow
Order of values: BoNT-F LC inh	VHR inh abs	PrPC surface inh	Rv3671c protease	CCHFV vOTU inh	MazF activator	BoNT A protease	Anthrax LF inh2	SSB-PriA inh	SARS 3CLpro inh
COc1cc(OC)c(OC)cc1/C=N/NC(=O)c1ccc(CSc2nc(C)cc(C)n2)cc1
    -3	.	1	13	-14	-4	0.0	-3	.	.
Cc1ccc(N2C(=O)NC(=O)/C(=C/c3ccoc3)C2=O)cc1
    ?	8	-6	.	-9	-65	-1.0	-7	-3	1
COc1ccc(OC)c(CCNC(=O)c2ccc(CS(=O)Cc3ccc(Cl)cc3)o2)c1 (centres undefined)
    -3	-6	0	-6	0	4	-1.4	-2	13	-1
CCc1nc2c(OCC(=O)C(C)(C)C)cccn2c1N(C)C(=O)c1ccc(C)cc1
    -6	.	1	.	-7	.	-0.1	0	.	.
Cc1noc(C)c1S(=O)(=O)Nc1ccc2c(c1)CC(=O)N([C@H](C)CO)C[C@H](C)[C@@H](CN(C)CC1CC1)O2
    -15	.	1	-2	-2	4	-0.7	-3	4	.
Nc1ncnc2c1ncn2[C@@H]1O[C@H](C(=O)N2CCSC2)[C@@H](O)[C@H]1O
    -11	.	8	.	6	.	-0.2	0	.	.
CCn1cc(/C=N\NC(=O)c2ccc(F)cc2)cn1
    -1	-17	3	-9	-10	1	0.4	1	.	4
Cn1ccnc1C1CCCCN1C(=O)c1cc(COc2ccc(F)cc2Cl)on1 (centres undefined)
    -1	40	-5	-4	9	14	0.0	-4	17	-1
C[C@@H]1CN([C@@H](C)CO)C(=O)CCCn2cc(nn2)CO[C@H]1CN(C)C(=O)c1ccc2ccn(C)c2c1
    -18	.	6	.	3	9	-1.0	-6	.	.
COc1ccc(CCNC(=O)/C=C/c2ccc(S(=O)(=O)N3CCOCC3)cc2)cc1
    -3	.	5	-14	-7	1	-0.9	-5	-4	.
O=C(CN1C(=O)C2CC=CCC2C1=O)NCC1COc2ccccc2O1 (centres undefined)
    -13	33	-2	5	2	3	0.2	-11	-6	2
Nc1nc(-c2cccnc2)nn1C(=O)c1ccc(F)cc1
    -8	22	-2	.	6	-23	-1.9	-8	-15	4
CC(=O)c1c(C)nn(-c2ccccc2)c1C
    ?	12	-6	-1	0	1	?	-7	2	1
CCOc1cc(C2C3=C(CCCC3=O)Nc3ccc4ncccc4c32)ccc1O (centres undefined)
    -2	24	2	-10	-2	-18	-0.3	2	-5	1
O=c1oc(CCO)cc2ccc(C#Cc3ccsc3)cc12
    -11	.	12	-1	-22	0	0.5	0	-5	.
COc1ccc(C2CCc3cc4c(cc3C2=NOC(C)=O)OCO4)cc1OC (centres undefined)
    5	.	3	.	9	-10	0.4	4	.	.
Cc1ccccc1CNC(=O)/C=C\C(=O)O
    -6	-2	0	-5	-2	2	-0.2	-1	-4	-5
Cc1ccnc(NC2OC(=O)c3ccccc32)c1 (centres undefined)
    -4	25	7	0	2	9	0.0	-3	2	2
Cc1ccc2cc(C#N)c(N3CCN(C)CC3)nc2c1
    3	-5	-12	2	-6	0	0.2	-2	0	3
CC(C)=CCN1CCN(Cc2nc(-c3ccc(F)cc3)cs2)CC1CCO (centres undefined)
    2	13	-4	5	0	6	-0.2	-2	2	-2
O=C(NNC(=O)c1cc(Br)c(Br)s1)c1ccncc1
    1	.	-6	-1	13	0	-0.1	-4	-19	.
Cc1c(O)cc2n(c1=O)-c1ccccc1C2(C)C
    -10	-14	-5	1	-6	-2	1.0	1	-8	-6
O=C(CC1SCCNC1=O)Nc1cccc(Cl)c1 (centres undefined)
    -24	-8	-7	-2	-8	-9	0.1	-8	3	-1

Full records as entered above. Order of values: BoNT-F LC inh, VHR inh abs, PrPC surface inh, Rv3671c protease, CCHFV vOTU inh, MazF activator, BoNT A protease, Anthrax LF inh2, SSB-PriA inh, SARS 3CLpro inh
Cc1ccc2cc(C#N)c(N3CCN(C)CC3)nc2c1 in the list: 3, -5, -12, 2, -6, 0, 0.2, -2, 0, 3
O=c1oc(CCO)cc2ccc(C#Cc3ccsc3)cc12 in the list: -11, ., 12, -1, -22, 0, 0.5, 0, -5, .
COc1cc(OC)c(OC)cc1/C=N/NC(=O)c1ccc(CSc2nc(C)cc(C)n2)cc1 in the list: -3, ., 1, 13, -14, -4, 0.0, -3, ., .

High-throughput results as filed in PubChem.
